# GLP-1R agonist – agonists of human GLP-1 receptor; AID 624172; Potency, µM (series often up to 45.6 µM), inactives show at the highest dose activation, usual class: activators; HEK293 GLP-1R CRE-luciferase, luminescence, 4-6 h; cells express a hypersensitive GLP-1R form; actives 0.007% (n = 380,000); note: potency is the fitted concentration of half-maximal effect; % of control where 0% means no effect
# D3 ag – activates the human D3 dopamine receptor; P35462; D3R DiscoveRx beta-arrestin cells, luminescence, 90 min; max activation, %; actives 0.58% (n = 410,000); AID 652048; in the data active = max activation above about 30%; note: 0% is about no effect; mostly tested at two doses, the higher about 12 µM
# Target sequence (P35462 whole entry, looked up): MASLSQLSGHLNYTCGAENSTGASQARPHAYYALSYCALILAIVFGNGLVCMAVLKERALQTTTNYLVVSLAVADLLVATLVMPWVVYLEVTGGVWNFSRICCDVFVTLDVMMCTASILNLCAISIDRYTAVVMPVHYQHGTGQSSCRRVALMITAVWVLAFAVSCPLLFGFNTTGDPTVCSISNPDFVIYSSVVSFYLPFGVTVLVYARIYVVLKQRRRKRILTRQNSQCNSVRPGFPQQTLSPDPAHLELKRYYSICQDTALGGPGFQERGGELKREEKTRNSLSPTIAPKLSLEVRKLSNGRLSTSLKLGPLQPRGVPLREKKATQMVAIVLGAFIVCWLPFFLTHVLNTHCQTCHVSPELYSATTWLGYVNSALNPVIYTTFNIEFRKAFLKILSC
#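 Agonist mode: compounds and dopamine controls were applied to plated cells for 90 min at 37 degrees C after an overnight attachment at 1500 cells/well. Luminescent read-out followed 30 - 60 minutes at room temperature with DiscoveRx detection reagent.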
# GLP-1R inv ag – acts as inverse agonist at human GLP-1 receptor. HEK293 GLP-1R CRE-luciferase, luminescence, 24 h; GLP-1R form is constitutively active. actives 1.6% (n = 410,000). Potency, µM (highest dose often 38.3 µM), for inactives: top-dose activity change, negative = inhibition, hits mostly inhibitors. P43220; note: potency is the fitted concentration of half-maximal effect; % is set by controls: 0 for no effect and ±100 for the full control effect; nearly all actives have a fitted effect of over 55% in size
#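 Inverse agonism was detected as reduced cAMP-driven luciferase luminescence after 24 h compound treatment. The cells were HEK293 clones expressing constitutively active human GLP-1R with the reporter. Reporter-only and GPR119 cell lines served as counterscreen controls.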
# DRD3 antagonist – blocks the human D3 dopamine receptor; AID 652054; actives 2.5% (n = 360,000); max response, negative = inhibition, %; P35462; D3R cells, DiscoveRx beta-arrestin luminescence, antagonist mode; active compounds read low; in the data active = max response below about -50%; inconclusive = no clear call, values can overlap the other calls; note: % is set by controls: 0 for no effect and ±100 for the full control effect; mostly tested at two doses, the higher about 12 µM
#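 Cells plated overnight at 1500 cells/well, then exposed to library compounds with dopamine controls for 90 minutes at 37 degrees C. DiscoveRx reagent added for 30–60 minutes at room temperature; luminescence read, quantitative HTS format.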
# TDP-43 yeast inh – inhibitors of TDP-43 toxicity in yeast | Potency, µM (doses to about 46.1 µM), for inactives: at the highest dose growth rescue (activation), most hits filed as activators | actives 1.8% (n = 410,000) | TDP-43 expressing yeast growth rescue, BacTiter-Glo, 24 h; note: potency is the fitted concentration of half-maximal effect; % of control where 0% means no effect; nearly all actives have a fitted effect of over 50% in size
#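 Readout is BacTiter-Glo luminescence of cell growth, so inhibitors register as activators. TDP-43-expressing yeast at OD600=0.02 in galactose medium, after raffinose pregrowth to mid-log, were incubated with compound for 24 hr at 30 deg C.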
# PTHR1 ag – agonists of human PTHR1 parathyroid hormone receptor; Potency, µM (top dose mostly 115 µM), without a hit: top-dose activation, most hits filed as activators; Q03431; HEK293 GP2 PTHR1 cells, GloSensor cAMP luminescence, 1 h; actives 0.075% (n = 410,000); note: potency is the fitted concentration of half-maximal effect; nearly all actives have a fitted effect of over 55% in size; some results filed as inactive show a strong effect at the top dose; inactives centre near -15; many of its hits are not listed in these tables
# Target sequence (Q03431 whole entry, looked up): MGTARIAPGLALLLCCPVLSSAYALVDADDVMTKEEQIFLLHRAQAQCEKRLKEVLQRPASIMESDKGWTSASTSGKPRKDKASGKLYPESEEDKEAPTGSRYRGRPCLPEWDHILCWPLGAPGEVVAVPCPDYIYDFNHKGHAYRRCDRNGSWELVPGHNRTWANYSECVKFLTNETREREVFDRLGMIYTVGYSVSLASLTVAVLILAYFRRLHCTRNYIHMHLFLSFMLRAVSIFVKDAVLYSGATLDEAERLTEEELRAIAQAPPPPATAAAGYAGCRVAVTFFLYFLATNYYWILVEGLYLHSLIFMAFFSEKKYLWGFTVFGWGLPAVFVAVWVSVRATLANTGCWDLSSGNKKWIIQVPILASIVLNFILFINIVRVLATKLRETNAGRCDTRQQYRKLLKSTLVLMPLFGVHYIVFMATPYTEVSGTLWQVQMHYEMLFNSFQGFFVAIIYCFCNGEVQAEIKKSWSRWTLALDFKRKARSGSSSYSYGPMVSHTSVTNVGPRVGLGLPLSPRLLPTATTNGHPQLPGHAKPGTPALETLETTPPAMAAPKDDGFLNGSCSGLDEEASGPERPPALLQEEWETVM
#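 HEK-293-derived GP2 cells expressing PTHR1 and a GloSensor cAMP reporter, 3,000/well, plated overnight, given luciferin plus IBMX (each 0.5 mM as added) for 1 h at 37 °C, then compound for 1 h at 37 °C. Luminescence was read after 15 min at room temperature.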
# KB-V1 cytotox – KB-V1 MDR subline cytotoxicity; KB-V1 MDR cells viability, CellTiter-Glo, 72 h; Potency, µM (top dose mostly 46.1 µM), without a hit: at the highest dose activity change, negative = cytotoxicity, most hits filed as cytotoxic; actives 3.4% (n = 400,000); note: potency is the fitted concentration of half-maximal effect; % is set by controls: 0 for no effect and ±100 for the full control effect; nearly all actives have a fitted effect of over 60% in size
#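 In this primary screen, KB-V1 cells overexpressing P-gp are incubated with library compounds (lowest to highest concentration) for 72 h at 37 degrees C before a luminescent ATP viability read.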
# HEK293 tox – cytotoxic in the GLP-1 receptor inverse agonist counter-screen; HEK293 cAMP-luciferase reporter cells, luminescence, 24 h; Potency, µM (titrated, usually from 38.3 µM), without a hit: top-dose activity change, negative = inhibition, usual class: inhibitors; actives 0.13% (n = 410,000);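 note: loss of luciferase light is scored as toxicity; potency is the fitted concentration of half-maximal effect; % is set by controls: 0 for no effect and ±100 for the full control effect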
#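 1536-well qHTS counterscreen of the MLSMR; 200 cells/uL, 12 h pre-incubation, 23 nL cpd, 24 h at 37 deg C 5% CO2, luciferase detection reagent, 12 min RT, luminescence. Inhibition = undesired.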
# aSyn rescue – inhibitors of alpha-synuclein toxicity in yeast; Yeast expressing alpha-synuclein, growth rescue, BacTiter-Glo, 24 h; Potency, µM (series often up to 46.1 µM), without a hit: at the highest dose growth rescue (activation), most hits filed as activators; actives 0.14% (n = 370,000); AID 652106; note: potency is the fitted concentration of half-maximal effect; % of control where 0% means no effect; nearly all actives have a fitted effect of over 65% in size
#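 Readout is rescue of growth in alpha-synuclein-expressing yeast, so inhibitors of toxicity appear as activators. Growth after 24 hr at 30 deg C in galactose medium is quantified by luminescence.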
# Numbers without * were called inactive; i = inactive; ? = inconclusive; / = not tested or not shown; [ ] = another dose, or the depositor's remark. Unless noted, calls come from the whole dose curve; as a rule, active = well fitted curve in the direction sought with a large enough effect; inconclusive = small, poorly fitted or top-dose-only effect, or another doubt; inactive = no such curve, though single readings can be large; an effect the other way counts as inactive or inconclusive. An excerpt. The share of hits here may be higher or lower than overall.
1: Cc1cc(=O)n2nc(N3CCCC(C(=O)NCCC4=CCCCC4)C3)sc2n1 (stereo not given)
2: O=C(NCc1ccco1)C1Cc2c(-c3ccccc3Oc3ccccc3)ccnc2O1 (stereo not given)
3: CCn1ncc(Br)c1C(=O)Nc1ccc(F)cc1F
4: CCn1c(COc2cccc(OC)c2)nnc1SCC(=O)Nc1cccc(OC)c1
5: COc1ccc(N(CC(=O)Nc2ccc3c(c2)OCCO3)S(=O)(=O)c2c(C)noc2C)cc1

Compound	1	2	3	4	5
GLP-1R agonist	-13%	2%	5%	8%	-2%
D3 ag	0	-5	8	-7	-1
GLP-1R inv ag	-18%	?	37%[activator]	?	?
DRD3 antagonist	23	-13	4	6	-4
TDP-43 yeast inh	6%	0%	15%	0%	-20%
PTHR1 ag	i	i	i	-3%	-65%[inhibitor]
KB-V1 cytotox	-1%	?	?	-1%	2.9µM*
HEK293 tox	-16%	-15%	9%	4%	-2%
aSyn rescue	-2%	4%	-2%	0%	-4%

# Complete entries from above. Screens in order: GLP-1R agonist	D3 ag	GLP-1R inv ag	DRD3 antagonist	TDP-43 yeast inh	PTHR1 ag	KB-V1 cytotox	HEK293 tox	aSyn rescue
# `COc1ccc(N(CC(=O)Nc2ccc3c(c2)OCCO3)S(=O)(=O)c2c(C)noc2C)cc1` is entered as -2%	-1	?	-4	-20%	-65%[inhibitor]	2.9µM*	-2%	-4%
# `CCn1ncc(Br)c1C(=O)Nc1ccc(F)cc1F` is entered as 5%	8	37%[activator]	4	15%	i	?	9%	-2%

# An excerpt of these results, with each value named.
[1] Cc1cc(=O)n2nc(N3CCCC(C(=O)NCCC4=CCCCC4)C3)sc2n1 (stereo not given)
  GLP-1R agonist = -13% | D3 ag = 0 | GLP-1R inv ag = -18% | DRD3 antagonist = 23 | TDP-43 yeast inh = 6% | PTHR1 ag = i | KB-V1 cytotox = -1% | HEK293 tox = -16% | aSyn rescue = -2%
[2] O=C(NCc1ccco1)C1Cc2c(-c3ccccc3Oc3ccccc3)ccnc2O1 (stereo not given)
  GLP-1R agonist = 2% | D3 ag = -5 | GLP-1R inv ag = ? | DRD3 antagonist = -13 | TDP-43 yeast inh = 0% | PTHR1 ag = i | KB-V1 cytotox = ? | HEK293 tox = -15% | aSyn rescue = 4%

# Sorted by molecular weight (low to high): part of the list above
3: CCn1ncc(Br)c1C(=O)Nc1ccc(F)cc1F
2: O=C(NCc1ccco1)C1Cc2c(-c3ccccc3Oc3ccccc3)ccnc2O1 (stereo not given)
4: CCn1c(COc2cccc(OC)c2)nnc1SCC(=O)Nc1cccc(OC)c1

Compound	3	2	4
GLP-1R agonist	5%	2%	8%
D3 ag	8	-5	-7
GLP-1R inv ag	37%[activator]	?	?
DRD3 antagonist	4	-13	6
TDP-43 yeast inh	15%	0%	0%
PTHR1 ag	i	i	-3%
KB-V1 cytotox	?	?	-1%
HEK293 tox	9%	-15%	4%
aSyn rescue	-2%	4%	0%

# Additional records follow:
6: CC1CN(c2ccc([N+](=O)[O-])c(NCCOc3ccc(Cl)cc3)c2)CC(C)N1 (stereo not given)
7: CCOC(=O)CSc1nc(Nc2ccc3c(c2)OCO3)c2ccccc2n1
8: Cc1nn(-c2ccccn2)c2nc(-c3cccs3)cc(C(=O)NCc3ccco3)c12
9: COc1ccc(O)c(-c2cc(-c3ccc(F)cc3)n[nH]2)c1
10: CCCCNc1nc(CC)c2c(c1C#N)CCCC2

Compound	6	7	8	9	10
GLP-1R agonist	-1%	7%	1%	5%	-5%
D3 ag	-5	7	-15	2	-12
GLP-1R inv ag	10µM*	?	?	?	-2%
DRD3 antagonist	-21	53	0	60	-19
TDP-43 yeast inh	6%	4%	0%	?	2%
PTHR1 ag	i	-4%	-19%[57.5 µM]	-7%	i
KB-V1 cytotox	-17%	-3%	?	-30%	-1%
HEK293 tox	-10%	-24%	14%	-2%	8%
aSyn rescue	-1%	0%	12%	-8%	1%

11: O=C(O)CC(NC(=O)Nc1ccccc1)c1ccc(OC2CCCC2)cc1 (stereo not given)
12: O=C(Cn1nnc(-c2ccccc2Cl)n1)N/N=C/c1ccc2c(c1)OCO2
13: Nc1cc(C(F)(F)F)cc2c1SCC(=O)N2
14: N#C/C(=C/c1ccc(Sc2nc3ccccc3[nH]2)o1)c1cccc(F)c1
15: Cc1ccc(NC(=O)CC2(CC(=O)O)CCCC2)c(C)c1

Compound	11	12	13	14	15
GLP-1R agonist	4%	-6%	-2%	-9%	8%
D3 ag	9	-3	2	2	4
GLP-1R inv ag	13%	?	12%	?	-8%
DRD3 antagonist	7	22	10	6	-11
TDP-43 yeast inh	-17%[9.22 µM]	12%	3%	-8%	-8%
PTHR1 ag	-7%	-22%	i	-20%[57.5 µM]	-22%
KB-V1 cytotox	12%	14%	0%	7.3µM*	13%
HEK293 tox	1%	-14%	-6%	1%	-4%
aSyn rescue	2%	-6%	-4%	16%	-5%

16: O=C(COC(=O)CNS(=O)(=O)c1cccc(Br)c1)Nc1ccccc1Sc1ccccc1
17: COc1ccc(-c2nc3ncccn3c2Br)cc1
18: CCCc1cc(=O)[nH]c(SCC(=O)Nc2ccc(N3CCCCC3)cc2)n1
19: CNc1nc(C)nc(N/N=C/c2ccccc2)n1
20: Cc1ccc(Nc2c([N+](=O)[O-])ccc3nonc23)cc1C

Compound	16	17	18	19	20
GLP-1R agonist	-1%	5%	5%	2%	13%
D3 ag	-6	4	10	11	5
GLP-1R inv ag	-6%	13%	-22%	81%[activator]	?
DRD3 antagonist	-2	6	3	8	14
TDP-43 yeast inh	24%	0%	-12%	-5%[0.397 µM]	29%
PTHR1 ag	i	-2%	i	i	i
KB-V1 cytotox	-18%	-17%	-1%	-14%	5%
HEK293 tox	1%	3%	-6%	-4%	0%
aSyn rescue	27%	6%	1%	1%	0%

21: CN(C)C1=NCC(CSC(=N)N)S1 (stereo not given)
22: COc1ccc(-c2ccnc3c(C(=O)O)cnn23)cc1
23: CCC(C(=O)Nc1cccc(Cl)c1C)n1nc(C)c2sc3ccccc3c2c1=O (stereo not given)
24: O=C(Nc1ccc2nc3n(c(=O)c2c1)CCCC3)c1ccc(Cl)nc1
25: Cc1ccc(S(=O)(=O)Cc2ccc(C(=O)N3CCC(C(N)=O)CC3)o2)cc1

Compound	21	22	23	24	25
GLP-1R agonist	-6%	-1%	/	-5%	3%
D3 ag	1	-4	5	5	0
GLP-1R inv ag	-26%	8%	11%	24%	4%
DRD3 antagonist	-11	0	/	26	-8
TDP-43 yeast inh	18%	-16%[9.22 µM]	?	13%	13%
PTHR1 ag	12%	-4%	i	i	-7%
KB-V1 cytotox	-1%	23%	4%	4%	?
HEK293 tox	-1%	19%	29%	-1%	1%
aSyn rescue	1%	6%	/	0%	-6%

26: O=C(O)CCc1ccc(-c2ccccc2)n1Cc1ccco1
27: COc1cccc(C(=O)N/N=c2\sc3ccccc3n2C)c1
28: Cc1ccc(-c2csc(C(C)(O)c3ccc(F)c(F)c3)n2)cc1C (stereo not given)
29: CCC(C(=O)N1CCc2ccccc2C1)n1nc(C)n2c(cc3occc32)c1=O (stereo not given)
30: CCCOc1ccc(NC(=O)CC2C(=O)N(c3ccc(C)cc3)C(=O)N2C2CCCC2)cc1 (stereo not given)

Compound	26	27	28	29	30
GLP-1R agonist	6%	5%	4%	2%	-3%
D3 ag	-1	1	-9	-9	-24
GLP-1R inv ag	4%	11%	?	-13%	?
DRD3 antagonist	0	1	-69*	?	/
TDP-43 yeast inh	8%	22%	-87%[inhibitor]	-20%	2%
PTHR1 ag	i	i	i	i	-7%
KB-V1 cytotox	20%	?	-7%	-26%	-3%
HEK293 tox	86%[activator]	-9%	-7%	?	-25%
aSyn rescue	18%	-6%	-49%[inhibitor]	-4%	/

31: COc1ccc(/C=C\c2onc(C)c2S(=O)(=O)N2CCC(C(=O)Nc3ccc(C)cc3C)CC2)cc1
32: COc1cc(SC)ccc1C(=O)NCCc1ccccc1
33: COc1cc(-c2noc(-c3cc4cc(F)ccc4oc3=O)n2)cc(OC)c1OC
34: COc1ccc(CCN2C(=O)CC(N3CCN(S(=O)(=O)c4ccccc4)CC3)C2=O)cc1 (stereo not given)
35: COc1ccc(CNC(=O)c2ccccc2SCC(=O)N2CCCC2)cc1OC

Compound	31	32	33	34	35
GLP-1R agonist	/	-3%	/	-19%	7%
D3 ag	4	-17	-12	0	8
GLP-1R inv ag	-23%	-8%	3%	3%	24%
DRD3 antagonist	/	-6	/	-4	20
TDP-43 yeast inh	9%	?	15%	-8%	-4%
PTHR1 ag	-13%	i	-22%	i	-6%
KB-V1 cytotox	/	-8%	/	-18%	-6%
HEK293 tox	0%	-22%	14%	-6%	-9%
aSyn rescue	/	-5%	/	2%	1%

36: COc1ccc(CCNC(=O)c2c(O)c3ccccc3[nH]c2=O)cc1
37: N#C/C(=C\c1cccs1)C(=O)NCC1CCCO1 (stereo not given)
38: Cc1ccc(-n2nnc(-c3cnc4ccccc4c3)n2)cc1
39: CC(=O)c1cc(F)c(N2CCN(C(=O)COc3ccc(F)cc3)CC2)cc1C
40: O=C1OCCC1Sc1nnc(-c2ccco2)o1 (stereo not given)

Compound	36	37	38	39	40
GLP-1R agonist	-2%	-2%	4%	3%	-8%
D3 ag	5	0	-11	4	9
GLP-1R inv ag	8%	29%	-5%	?	2%
DRD3 antagonist	-7	21	23	348	0
TDP-43 yeast inh	-13%	10%	23%	14%	7%
PTHR1 ag	19%	-10%[57.5 µM]	-83%[inhibitor]	i	-8%
KB-V1 cytotox	?	9%	0%	?	-11%
HEK293 tox	0%	-9%	-3%	-7%	16%
aSyn rescue	2%	1%	0%	1%	9%

# Along the list, from the results shown:
# GLP-1R inv ag, entries 37–40, in order: 29%, -5%, ?, 2%
# aSyn rescue, entries 37–40, in order: 1%, 0%, 1%, 9%
